# FLuc counter – firefly luciferase modulation, counter-screen for miR-21 project; purified FLuc, Km substrates, luminescence inhibition; Potency, µM (series often up to 57.5 µM), without a hit: top-dose activity change, negative = inhibition, usual class: inhibitors; actives 6.9% (n = 360,000); AID 588342;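 further: potency means the concentration at half of the fitted maximal effect; plate controls were vehicle for no effect and reference inhibitor for full effect; nearly all actives have a fitted effect of over 55% in size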
# Target sequence (P08659 whole entry, looked up): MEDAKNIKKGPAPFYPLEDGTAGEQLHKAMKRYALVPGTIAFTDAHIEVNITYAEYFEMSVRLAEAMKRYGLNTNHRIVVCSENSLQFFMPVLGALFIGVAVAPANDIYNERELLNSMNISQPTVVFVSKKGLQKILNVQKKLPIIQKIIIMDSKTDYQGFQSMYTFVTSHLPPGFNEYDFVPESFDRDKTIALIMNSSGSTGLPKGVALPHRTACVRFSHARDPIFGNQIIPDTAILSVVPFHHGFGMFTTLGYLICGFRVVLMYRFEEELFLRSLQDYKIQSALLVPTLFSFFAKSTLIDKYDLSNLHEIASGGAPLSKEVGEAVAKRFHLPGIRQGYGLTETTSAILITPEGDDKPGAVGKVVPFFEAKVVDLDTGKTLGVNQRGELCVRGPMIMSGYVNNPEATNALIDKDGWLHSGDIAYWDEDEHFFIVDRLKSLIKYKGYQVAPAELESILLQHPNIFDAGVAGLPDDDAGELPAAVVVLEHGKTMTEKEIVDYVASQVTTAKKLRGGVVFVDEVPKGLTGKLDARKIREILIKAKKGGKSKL
#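 Biochemical qHTS of compounds, final roughly 60 µM downward over six points, against 10 nM purified firefly luciferase using Km concentrations of substrates (10 uM D-luciferin, 10 uM ATP) in Tris acetate pH 7.5 buffer; luminescence output.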
# KCNH2 3.1 inh – blocks the human KCNH2 3.1 channel isoform. activity change, % (tested at about 1.8 µM). actives 0.95% (n = 340,000). U2OS KCNH2 3.1, thallium flux FluxOr; hits give low values. AID 720553;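 active means maximum activity change below -70%; inconclusive means maximum activity change from -70% to -50%; inactive means maximum activity change above -50%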;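 further: thallium influx rate constant from kinetic fluorescence after stimulation buffer; on the % scale 0 is the no-effect control and ±100 the full control effect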
#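 Virally transduced U2OS (3.1 isoform, 4 h infection in dark at RT) → overnight 37 C → FluxOr + Red40 in HBSS/HEPES, 45 min → stimulation buffer, 2 min kinetic read → rate constant vs DMSO controls.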
# Menin-MLL TR inh – inhibitors of human menin-MLL interaction, mutant MLL peptide. Potency, µM (titrated, usually from 61.6 µM), for the others: at the highest dose FP activity change, negative = inhibition, hits mostly inhibitors. Menin + Texas Red MLL mutant peptide, fluorescence polarization. O00255. AID 1768. actives 0.23% (n = 270,000); active means well fitted inhibition curve with a large enough effect in the polarisation, with a control signal flat, not every such curve was filed as active; inconclusive means small, poorly fitted or top-dose-only effect, or effect the other way, or a change in a side signal; inactive means no such curve, though single readings can be large or run the other way; the % refers to the polarisation; further: potency means the concentration at half of the fitted maximal effect; % of control where 0% means no effect; many of its hits are not listed in these tables
# RORgamma inh – ROR gamma (mouse) transcription inhibition; P51450; Drosophila S2 Gal4-RORgamma UAS-luciferase reporter, 20 h; Potency, µM (doses to about 53.6 µM), without a hit: at the top dose activity change, negative = inhibition, actives largely listed as inhibitors; actives 5.4% (n = 310,000); further: potency means the concentration at half of the fitted maximal effect; on the % scale 0 is the no-effect control and ±100 the full control effect; nearly all actives have a fitted effect of over 60% in size
#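 Drosophila S2 cells stably expressing Gal4-DBD/mouse RORγ fusion under metallothionein promoter plus UAS-luciferase; compound 1 h, then 700 uM CuSO4 induction for 20 h at ambient temperature; inhibition read as reduced luminescence.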
# Gal4-VP16 FLuc – inhibits Gal4-VP16 luciferase reporter, ROR gamma counter-screen | AID 2546 | Potency, µM (top dose mostly 53.6 µM), for inactives: at the highest dose activity, negative = inhibition, actives largely listed as inhibitors | actives 3.5% (n = 310,000) | Drosophila S2 Gal4-VP16 UAS-luciferase, luminescence, 20 h;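 further: Gal4-VP16 expression switched on by copper sulfate through the metallothionein promoter; potency means the concentration at half of the fitted maximal effect; on the % scale 0 is the no-effect control and ±100 the full control effect; nearly all actives have a fitted effect of over 50% in size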
# Rab9 promoter act – Rab9 promoter activation. Huh7 Rab9 promoter-luciferase reporter, luminescence, 24 h. Potency, µM (doses to about 9.22 µM), inactives show at the top dose activation, negative = inhibition, actives largely listed as activators. actives 2.8% (n = 320,000). AID 485297; further: potency means the concentration at half of the fitted maximal effect; % of control where 0% means no effect; nearly all actives have a fitted effect of over 60% in size
#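 Promoter activation is measured as luciferase luminescence in Huh7 cells stably transfected with a Rab9 promoter–luciferase construct, following 24 h compound exposure at 37 °C and 10 min reagent incubation at ambient temperature.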
# MBNL1-CUG inh – blocks human MBNL1 binding to CUG repeat RNA; Q9NR56; TR-FRET MBNL1-His/biotin-(CUG)12 binding, 665/545 ratio; Potency, µM (doses to about 57.5 µM), inactives show at the top dose activity change, negative = inhibition, hits mostly inhibitors; actives 0.036% (n = 280,000); AID 2675; active means well fitted inhibition curve with a large enough effect in the signal ratio, with a control signal flat, not every such curve was filed as active; inconclusive means small, poorly fitted or top-dose-only effect, or effect the other way, or a change in a side signal; inactive means no such curve, though single readings can be large or run the other way; the % refers to the signal ratio; further: potency means the concentration at half of the fitted maximal effect; on the % scale 0 is the no-effect control and ±100 the full control effect
# Target sequence (Q9NR56 whole entry, looked up): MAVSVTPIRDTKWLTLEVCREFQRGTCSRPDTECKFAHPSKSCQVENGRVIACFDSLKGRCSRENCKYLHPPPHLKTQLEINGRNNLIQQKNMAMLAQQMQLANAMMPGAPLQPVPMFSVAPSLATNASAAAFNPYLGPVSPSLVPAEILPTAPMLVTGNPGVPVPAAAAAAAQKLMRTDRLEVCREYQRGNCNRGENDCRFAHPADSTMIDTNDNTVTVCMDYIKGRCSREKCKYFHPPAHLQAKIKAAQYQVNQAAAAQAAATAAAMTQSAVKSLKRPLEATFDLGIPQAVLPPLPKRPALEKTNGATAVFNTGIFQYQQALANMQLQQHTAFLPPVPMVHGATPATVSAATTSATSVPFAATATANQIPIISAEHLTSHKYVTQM
#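 Inhibition of protein-RNA binding appears as loss of TR-FRET between terbium anti-His antibody on MBNL1-His and streptavidin-XL665 on biotin-(CUG)12. Activity is normalized to buffer-only and uninhibited-complex controls.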
# ELG1 repair inh – blocks ELG1-dependent DNA repair in HEK293T cells | Potency, µM (titrated, usually from 46.1 µM), for the others: at the highest dose activity change, negative = inhibition, hits mostly inhibitors | HEK293T ELG1-luciferase reporter, luminescence, 16 h; DNA damage induced by 5-fluorouridine | actives 2.3% (n = 330,000); further: potency means the concentration at half of the fitted maximal effect; on the % scale 0 is the no-effect control and ±100 the full control effect; nearly all actives have a fitted effect of over 55% in size
#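 Overnight (16 hr) co-exposure of 2,000 cells/well to 5-fluorouridine and compound at 37 °C preceded detection. Luciferase was quantified via ONE-Glo luminescence; loss of signal denotes inhibition.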
# PKM2 act – increases activity of human pyruvate kinase M2; actives 0.34% (n = 260,000); P14618; Potency, µM (highest dose often 57.5 µM), for the others: at the top dose activation, actives largely listed as activators; purified PKM2, Kinase-Glo ATP luminescence, activation; response scale: 0% is enzyme alone, no compound; further: potency means the concentration at half of the fitted maximal effect; on the % scale 0 is the no-effect control and ±100 the full control effect; nearly all actives have a fitted effect of over 55% in size
#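 ATP formation by purified human PK-M2, quantified via coupled luciferase luminescence after 1 h at room temperature with 0.1 mM ADP and 0.5 mM PEP final.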
# NPC1 prom act – activators of NPC1 promoter | Huh7 NPC1 promoter luciferase reporter, 24 h | Potency, µM (series often up to 9.22 µM), without a hit: at the highest dose activation, actives largely listed as activators | actives 2.4% (n = 320,000) | AID 485313;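 further: potency means the concentration at half of the fitted maximal effect; % of control where 0% means no effect; nearly all actives have a fitted effect of over 60% in size; reporter is driven by a mutant NPC1 promoter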
#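 Readout is luciferase luminescence, reflecting NPC1 promoter activation in stably transfected Huh7 cells after 24 h compound exposure at 37 °C in reduced-serum medium with 10% FBS.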
# Mito fusion yeast – inhibitors of mitochondrial division or activators of mitochondrial fusion | AID 485298 | actives 0.23% (n = 320,000) | Potency, µM (doses to about 46.1 µM), for inactives: at the highest dose growth rescue (activation), hits mostly activators | S. cerevisiae fusion-defective mutant growth rescue, CellTiterGlo 48 h;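 further: potency means the concentration at half of the fitted maximal effect; % of control where 0% means no effect; nearly all actives have a fitted effect of over 45% in size; temperature-sensitive fusion mutants such as fzo1-1 at 37 °C on non-fermentable ethanol glycerol medium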
#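 Yeast fusion mutant, YPEG (non-fermentable carbon), compound, 48 h at 37C non-permissive; CellTiterGlo added, 10 min RT, luminescence read. Rescued growth = division inhibition.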
# * hit, by the source's call; ? = inconclusive; . = not tested or not shown; & = joins results of further samples; [ ] = remark or other dose. Unless noted, the call rests on the fitted dose curve; in most records, active means well fitted curve in the direction sought with a large enough effect; inconclusive means small, poorly fitted or top-dose-only effect, or another doubt; inactive means no such curve, though single readings can be large; an effect the other way counts as inactive or inconclusive. Not all compounds are listed; the hit share may differ from the screen's.
SMILES,FLuc counter,KCNH2 3.1 inh,Menin-MLL TR inh,RORgamma inh,Gal4-VP16 FLuc,Rab9 promoter act,MBNL1-CUG inh,ELG1 repair inh,PKM2 act,NPC1 prom act,Mito fusion yeast
CN(C)CCNS(=O)(=O)c1ccc(N2CCc3ccccc32)c([N+](=O)[O-])c1,-16%,7,?,0%,-15%,-1%,?,7%,2%,-1%,-43%[inhibitor]
C=CCn1c(SCC(=O)c2c(N)n(C)c(=O)n(C)c2=O)nnc1-c1ccncc1,0%,12,1%,-17%,2%,-2%,11%,16%,-2%,-4%,8%
O=C(NCCOCCOCCNC(=O)c1cccnc1)c1cccnc1,?,6,-1%,-2%[10 µM],-1%,0%,-15%,?,-6%,6%,0%
O=C(c1cc2nc(-c3ccco3)cc(C(F)(F)F)n2n1)N1CCN(c2ccccn2)CC1,-1%,-7,-3%,14%,-7%,-7%,?,?,2%,0%,9%
COc1ccc2c(c1)C(=O)N(c1ccc(C)cc1)C(=O)C2,-15%,-7,.,53%,16%,-11%,6%,?,5%,-2%,4%
CCn1cc(CCC(=O)NCc2ccc(F)cc2)c2ccccc21,4%&-16%,23,-21%,-2%,-6%,1%,-7%,-9%,.,1%,15%
c1cc(Nc2ncnc3sc4c(c23)CCC4)ccn1,0%,7,4%,-1%,10%,-2%,?,-19%,3%,3%,2%
COc1ccc(NC(=S)N2CCN(S(C)(=O)=O)CC2)cc1,-2%,11,.,30%,1%,12%,-7%,-10%,5%,3%,0%
O=C(CN1CCN(S(=O)(=O)c2ccc(Br)cc2)CC1)N/N=C/c1ccncc1,1%,?,.,41%,-13%,2%,?,-9%,-16%,6%,-8%
CC(Sc1nnc(-c2cccs2)n1-c1ccccc1)C(=O)NCc1ccco1 (stereo unspecified),-2%,16,.,9%,-3%,-1%,-1%,-6%,-1%,0%,-2%
CC1=C(C(=O)Nc2ccccc2)C(c2cccs2)C(C#N)=C(SCC#N)N1 (stereo unspecified),3%,0,-9%,11%,3%[0.365 µM],-1%,?,-1%,-8%,-1%,0%
OCCNCCCCOc1ccccc1F,-2%,-3,3%,-5%,-8%,-7%,1%,21%,-4%,-3%,6%
Cc1ccc(S(=O)(=O)N2C(=O)[C@@H]3Cc4ccccc4CN3C2=O)cc1,2%,8,27%,-4%,2%,-7%,-1%,2%,.,-1%,0%
Cc1cc2c(cc1S(=O)(=O)NC1CCCCC1C)OCC(=O)N2 (stereo unspecified),0%,4,.,6%,-2%,-7%,-8%,?,.,-3%,1%
Cc1ccc(S(=O)(=O)NC(C)C(=O)N2CCOCCOCCOCC2)cc1 (stereo unspecified),-2%,2,-19%,-32%,1%,15%,-1%,0%,-1%,8%,4%
COC(=O)c1ccc(/C=C2/SC(=S)N(CCC(=O)N3CCOCC3)C2=O)cc1,?,-15,.,-20%,-20%,-11%,11%,8%,.,-9%,1%
O=C(CCn1c(=O)sc2ccccc21)Nc1ccon1,?,-12,-11%,-11%,-1%,4%,-4%,?,1%,-3%,-2%
Cc1ccc(N2C(=O)C3C4CCC(O4)C3C2=O)c(OC(F)F)c1 (stereo unspecified),.,3,.,.,.,1%,.,10%,.,0%,-6%
O=c1c2ccccc2nnn1CSc1nc2ccccc2c(=O)n1CCCO,2%,-29,3%,10µM*,-12%,-3%,20%,2%,3%,-9%,-2%
Brc1ccc(-c2csc(N3CCOCC3)n2)cc1,8.5µM*,-4,36%[activator],-1%,24%[10 µM],4µM*,7%,?,-3%,?,-16%
COc1ccccc1CNC(=O)N[C@@H](Cc1ccccc1)C(=O)O,2%,3,20%,-34%,-4%[0.365 µM],-4%,-4%,?,-2%,3%,-4%
CC(C)c1nnc(NC(=O)C2CCN(S(=O)(=O)c3ccc(-n4cnnn4)cc3)CC2)s1,0%,1,-25%,16%,6%,0%,-5%,-1%,-1%,0%,-18%
FC(F)(F)c1nnc2sc(-c3ccco3)nn12,4%,-8,-21%,-14%,-2%,-1%,6%,1%,-12%,-3%,1%
O=C(COc1ccccc1[N+](=O)[O-])N/N=C/c1cccs1,-13%,11,24%,-43%,16%,12%,24%,?,4%,14%,4%
Cc1ccc(-c2nnc(N3CCN(C(=O)CN4CCOCC4)CC3)c3ccccc23)cc1,3%,0,-14%,-13%,2%,-9%,9%,-19%,0%,0%,-6%

# New compounds follow
SMILES,FLuc counter,KCNH2 3.1 inh,Menin-MLL TR inh,RORgamma inh,Gal4-VP16 FLuc,Rab9 promoter act,MBNL1-CUG inh,ELG1 repair inh,PKM2 act,NPC1 prom act,Mito fusion yeast
COc1ccc(C(CCNCc2ccc(OC)c(OC)c2)c2ccc(F)cc2)cc1 (stereo unspecified),6%,-22,.,-2%,-4%,-5%,-5%,?,-1%,2%,-9%
CCc1ccc(-c2cc(C)no2)cc1S(=O)(=O)N1CCN(C(=O)c2ccco2)CC1,-3%,2,10%,8%,-4%,-1%,-8%,?,.,-3%,6%
COc1ccc2nc(NC(=O)c3ccco3)sc2c1,0.54µM*,12,4%,10µM*,10µM*,0.11µM*,-2%,?,.,0.32µM*,19%
O=C(O)Cn1cc(/C=N/Nc2ccc([N+](=O)[O-])cn2)c2ccccc21,13µM*,4,?,-1%,8%,-3%,?,0%,.,2%,-11%
O=C1c2ccccc2-c2nnc(-c3ccc(O)cc3)cc21,0.54µM*,2,?,?,?,0.5µM*,?,?,-44%,0.63µM*,1%
C/C(CC(=O)Nc1ccc([N+](=O)[O-])cc1)=N\NC(=O)c1ccccc1O,12µM*,-19,21%,11µM*,16µM*,-2%,20%,-1%,1%,2%,-6%
Cc1ccccc1S(=O)(=O)Cc1ccc(C(=O)N2CCN(c3ncccn3)CC2)o1,6%,4,-30%,-19%,0%,-4%,-2%,?,0%,0%,2%
NC(=O)COn1c(SCC(N)=O)nc2ccccc2c1=O,1%,-3,.,9%,1%,-4%,-4%,?,-7%,-1%,1%
CC(NC(=O)COc1ccc(-c2ccccc2)cc1)C1CCCO1 (stereo unspecified),?,2,.,-1%,0%,-3%,-1%,-17%,-1%,-2%,1%
COc1ccc(NS(=O)(=O)c2cccc(C(=O)NNC(=O)CNC(=O)c3ccc(C)cc3)c2)cc1,5%,-1,.,.,.,-2%,.,22%,.,-2%,-4%
O=C(O)CCNS(=O)(=O)c1ccccc1,1%,31,15%,-24%,-3%,-2%,6%,6%,1%,-3%,6%
Cc1oc2ccc(OS(C)(=O)=O)cc2c1C(=O)OC(C)C,?,-5,2%,?,?,-2%,5%,-2%,-3%,-7%,9%
COc1cccc(N(CC(=O)N2CCN(C)CC2)S(=O)(=O)c2ccccc2)c1,6%,8,11%,10%,-6%,0%,-10%,-3%,6%,2%,-2%
CCn1c(SCC(=O)N2CCCc3ccccc32)nnc1-c1ccoc1C,-1%,15,-12%,11%,-4%,0%,2%,-10%,11%,-7%,0%
O=c1[nH]c(CN2CCN(S(=O)(=O)/C=C/c3ccccc3)CC2)nc2ccccc12,0%,-7,-17%,20%,2%,12%,1%,2%,1%,-1%,1%
